TrxR1 substrate: qHTS Assay for Substrates of Mammalian Selenoprotein Thioredoxin Reductase 1 (TrxR1): qHTS; Thioredoxin reductase 1, cytoplasmic (Rattus norvegicus), O89049; purified TrxR1 substrate turnover, NADPH consumption readout; Potency, µM (highest dose often 114 µM), for inactives: at the top dose activity change, negative = substrate turnover; hit rate 0.01% among 390,000; further: potency means the concentration at half of the fitted maximal effect; on the % scale 0 is the no-effect control and ±100 the full control effect; nearly all actives have a fitted effect of over 50% in size
Target sequence (O89049 whole entry, looked up): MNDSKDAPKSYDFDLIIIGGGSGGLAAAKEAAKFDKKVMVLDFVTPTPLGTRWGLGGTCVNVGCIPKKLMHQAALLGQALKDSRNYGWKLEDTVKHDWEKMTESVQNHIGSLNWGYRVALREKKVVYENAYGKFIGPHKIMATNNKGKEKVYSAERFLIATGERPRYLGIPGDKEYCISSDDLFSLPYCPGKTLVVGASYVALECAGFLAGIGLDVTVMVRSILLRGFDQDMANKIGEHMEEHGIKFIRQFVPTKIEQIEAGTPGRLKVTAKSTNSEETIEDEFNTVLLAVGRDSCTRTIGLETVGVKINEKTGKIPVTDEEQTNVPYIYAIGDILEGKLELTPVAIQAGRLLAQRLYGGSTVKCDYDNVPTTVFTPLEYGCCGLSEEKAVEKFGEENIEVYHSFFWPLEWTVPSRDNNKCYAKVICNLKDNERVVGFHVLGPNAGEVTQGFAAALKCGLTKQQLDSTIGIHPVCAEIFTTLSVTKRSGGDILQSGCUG
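Rat TrxR1, dispensed at 90 nM, was prereduced with 400 uM NADPH (final) for 5 min at ~22 deg C, then incubated with compound 15 min before 400 uM selenite. A first-read NADPH fluorescence drop versus no-compound background flagged substrates.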
USP1-UAF1 inh: Inhibitors of USP1/UAF1: Primary Screen; hit rate 0.23% among 390,000; Ubiquitin carboxyl-terminal hydrolase 1 (Homo sapiens), O94782; Potency, µM (highest dose often 57.1 µM), without a hit: at the highest dose activity change, negative = inhibition, actives largely listed as inhibitors; recombinant USP1/UAF1, Ub-Rhodamine cleavage fluorescence; further: potency means the concentration at half of the fitted maximal effect; on the % scale 0 is the no-effect control and ±100 the full control effect; nearly all actives have a fitted effect of over 60% in size; inactives centre near -12
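Step one: compound is pinned into 1nM USP1/UAF1 in HEPES pH 7.8 buffer with TCEP. Step two: 15 min room-temperature incubation. Step three: Ub-Rho (150nM final) starts cleavage, tracked by fluorescence over six one-minute reads.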
LDHA block: qHTS assay for inhibitors of human lactate dehydrogenase; activity change, % (values are at about 110 or 230 µM); L-lactate dehydrogenase A chain (Homo sapiens), P00338; hit rate 0.15% among 480,000; purified LDHA, NADH/diaphorase-resazurin fluorescence; stronger effect = lower value; in the data active means activity change below about -30%; inconclusive means mostly about -25% to -30%;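 further: plate controls were DMSO wells for no effect and wells without enzyme for full effect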
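Enzyme activity of human lactate dehydrogenase 5 (2 nM; 0.06 mM NADH, 0.2 mM pyruvate, 5 min, RT) is measured via a resazurin/diaphorase fluorescence readout of residual NADH.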
Vif-A3G inh: qHTS for Inhibitors of Vif-A3G Interactions: qHTS; DNA dC->dU-editing enzyme APOBEC-3G (Homo sapiens), Q9HC16; HeLa A3G-eYFP + Vif (tagged APOBEC3G with the HIV-1 protein that degrades it), YFP fluorescence, overnight; Potency, µM (titrated, usually from 46.1 µM), for the others: at the highest dose activity, negative = active, actives largely listed as inhibitors; hit rate 0.076% among 410,000; AID 602310, 2012;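 further: potency means the concentration at half of the fitted maximal effect; on the % scale 0 is the no-effect control and ±100 the full control effect; nearly all actives have a fitted effect of over 60% in size; hits raise eYFP signal because A3G escapes Vif-driven loss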
Target sequence (Q9HC16 whole entry, looked up): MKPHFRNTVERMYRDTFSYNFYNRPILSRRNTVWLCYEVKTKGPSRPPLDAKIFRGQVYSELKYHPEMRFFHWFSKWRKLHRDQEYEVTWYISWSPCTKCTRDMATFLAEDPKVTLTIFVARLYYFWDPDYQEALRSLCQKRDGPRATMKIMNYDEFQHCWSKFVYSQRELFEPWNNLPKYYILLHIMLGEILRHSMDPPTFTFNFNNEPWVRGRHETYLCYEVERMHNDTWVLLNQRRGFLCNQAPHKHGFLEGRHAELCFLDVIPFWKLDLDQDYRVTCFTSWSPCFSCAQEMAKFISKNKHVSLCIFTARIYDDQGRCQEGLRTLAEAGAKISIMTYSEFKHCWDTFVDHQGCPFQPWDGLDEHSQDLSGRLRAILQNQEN
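Read-out is eYFP fluorescence (Ex 488/Em 500-530) from Vif-expressing HeLa A3G-eYFP cells; more signal means A3G escaped Vif-mediated degradation. Cells plated overnight, compound pinned in, incubated overnight at 37 deg C.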
Vif-A3F inh: qHTS for Inhibitors of Vif-A3F Interactions: qHTS. HeLa A3F-eYFP + Vif (tagged APOBEC3F with the HIV-1 protein that degrades it), YFP fluorescence increase. Potency, µM (doses to about 46.1 µM), without a hit: top-dose activity, negative = active. hit rate 0.2% among 390,000. AID 602313, 2012; further: potency means the concentration at half of the fitted maximal effect; % of control where 0% means no effect; nearly all actives have a fitted effect of over 65% in size
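Fluorescence increase (Ex 488/Em 500-530) after overnight compound treatment at 37 deg C flags inhibition of Vif-driven A3F-eYFP loss in stable HeLa A3F-eYFP/Vif cells seeded overnight beforehand.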
IDH1 R132H inh: qHTS for Inhibitors of mutant isocitrate dehydrogenase 1 (IDH1): qHTS. AID 602179, 2012. Isocitrate dehydrogenase [NADP] cytoplasmic (Homo sapiens), O75874. Potency, µM (top dose mostly 76.6 µM), without a hit: at the top dose activity change, negative = inhibition, usual class: inhibitors. hit rate 0.093% among 390,000. IDH1-R132H enzyme, NADPH consumption, diaphorase/resazurin fluorescence; further: potency means the concentration at half of the fitted maximal effect; on the % scale 0 is the no-effect control and ±100 the full control effect; nearly all actives have a fitted effect of over 65% in size
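IDH1-R132H (0.5 ug/mL dispensed) in pH 7.5 Tris buffer was preincubated 30 min with compound, then given a substrate mix of 0.016 mM NADPH and 2 mM alpha-KG for 80 min at room temperature; remaining NADPH was read by diaphorase/resazurin fluorescence.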
PI4K2A block: qHTS for small molecular inhibitors of PI4K2A | Phosphatidylinositol 4-kinase type 2-alpha (Homo sapiens), Q9BTU6 | purified PI4K2A, ADP-Glo luminescence, 1 h; stronger effect = lower value | activity change, negative = inhibition, % at 76.9 µM | hit rate 0.13% among 420,000 | AID 1346378, 2018; in the data active means activity change below about -50%; inconclusive means mostly about -30% to -49%;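 further: -100% = wells without enzyme as full effect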
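ADP-Glo luminescence measured ADP generated by PI4K2A enzyme (4 ug/mL before mixing) with 1.2 mM PI substrate (pre-mix) and 300 microM ATP (pre-mix). Tris pH7.5 buffer with MgCl2, Triton X-100; 1 h reaction at ambient temperature.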
RXFP1 ag: qHTS Assay for Agonists of the Relaxin Receptor RXFP1; hit rate 0.3% among 370,000; AID 2676, 2010; Potency, µM (series often up to 57.5 µM), inactives show at the highest dose activation, actives largely listed as activators; Relaxin receptor 1 (Homo sapiens), Q9HBX9; HEK293T-RXFP1 cAMP TR-FRET, 30 min; response scale: percent of porcine relaxin response, buffer zero; further: potency means the concentration at half of the fitted maximal effect; on the % scale 0 is the no-effect control and ±100 the full control effect; nearly all actives have a fitted effect of over 60% in size; many of its hits are not listed in these tables
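HEK293T cells stably expressing RXFP1 were pretreated with the PDE4 inhibitor Ro 20174, exposed to compounds for 30 min at 37C, lysed, and cAMP was read by TR-FRET. Data normalized to buffer (basal) and 29 nM porcine relaxin (100%).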
GRP78 ERSR act: qHTS for Inducers of the Endoplasmic Reticulum Stress Response (ERSR) in Human Glioma: qHTS | Potency, µM, inactives show at the highest dose activation, usual class: activators | U87-MG GRP78 promoter luciferase reporter, 16 h | hit rate 0.02% among 420,000; further: potency means the concentration at half of the fitted maximal effect; series mostly up to about 76 µM; % of control where 0% means no effect; nearly all actives have a fitted effect of over 35% in size
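Stably transfected U87-MG glioma cells carrying a GRP78-based luciferase sensor; 16 h compound incubation. Luminescence end-point read 10 min after Bright-Glo addition at room temperature.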
* marks the source's active call; other numbers are inactive results; ? = inconclusive; · = not tested or not shown; [ ] = remark or other dose. Unless noted, the call rests on the fitted dose curve; in most records, active means well fitted curve in the direction sought with a large enough effect; inconclusive means small, poorly fitted or top-dose-only effect, or another doubt; inactive means no such curve, though single readings can be large; an effect the other way counts as inactive or inconclusive. Some of the compounds tested. The share of hits here may be higher or lower than overall.

| SMILES | TrxR1 substrate | USP1-UAF1 inh | LDHA block | Vif-A3G inh | Vif-A3F inh | IDH1 R132H inh | PI4K2A block | RXFP1 ag | GRP78 ERSR act |
| --- | --- | --- | --- | --- | --- | --- | --- | --- | --- |
| O=C(C[C@H]1C[C@H](C(=O)N2CCCCC2)[C@@]2(CCc3ccccc3)c3[nH]c4ccc(Cl)cc4c3CCN2C1=O)NCc1cccc(C(F)(F)F)c1 | -2.2% | -24.9% | -4.7 | -2.3% | -10.3% | -13.0% | 1.2 | · | 2.3% |
| NC(=O)C1CCN(C(=O)c2ccc3c(c2)S(=O)(=O)c2ccccc2C3=O)CC1 | -4.4%[57.1 µM] | -17.6% | 4.0 | 0.9% | ? | 5.1% | 3.1 | 5.6% | 5.4% |
| CC(=O)NS(=O)(=O)c1ccc(NC(=O)c2cc3c(=O)n4ccccc4nc3s2)cc1 | 52.6%[activator] | -26.2% | -3.1 | -2.8% | 1.0% | 4.4% | -7.8 | 15.0% | -3.7% |
| CC1CCCN(Cc2c(O)ccc3c(=O)c(-c4ccc(Cl)cc4)coc23)C1 (configuration not stated) | 64.2%[activator] | -20.5% | -0.4 | -1.6% | -11.8% | 0.0% | 4.4 | 2.4% | 2.5% |
| O=C(COc1ncnc2c(Cl)cc(Cl)cc12)NCCC1=CCCCC1 | -3.3% | -9.0% | -2.8 | -0.8% | 3.2% | 2.0% | 4.8 | -0.8% | -1.8% |
| CCOC(=O)c1sc(NC(=O)CSc2ncn(-c3ccccc3)n2)nc1C | 13.1%[57.1 µM] | -5.5% | -12.9 | 0.9% | -2.0% | 12.0% | 4.2 | 1.0% | -4.8% |
| COc1cc(C(=O)NNC(=O)c2ccoc2C)cc(OC)c1OC | -1.1% | 1.8% | -0.7 | 6.8% | -17.7% | -5.2% | 5.1 | 0.1% | -1.0% |
| O=C(N/N=C/c1cc(Cl)cc(Cl)c1O)c1ccncc1 | -4.9% | 31.6µM* | 7.3 | -7.5% | 18.0% | 3.6% | 2.5 | 7.9% | -1.3% |
| Nc1nc(NC(=O)c2cccs2)nn1-c1ccccc1 | 5.5% | -15.2% | -0.9 | 4.6% | -4.7% | 8.4% | 10.4 | 1.9% | -10.1% |
| Cc1ccc(N(CC(=O)NC2CCCC2)C(=O)CCC(=O)Nc2ccccn2)cc1 | -1.0% | -14.2% | -3.7 | 5.3% | -0.2% | 4.4% | -19.4 | 7.4% | -2.3% |
| CC1(C)Cc2ccccc2C(NNC(=O)c2ccccc2)=N1 | 9.5%[57.1 µM] | -4.1% | -1.4 | 2.0% | -2.9% | 4.7% | -4.0 | 1.5% | -2.1% |
| O=S(=O)(c1ccc(NC(=S)N2CCN(c3ccc(O)cc3)CC2)cc1)N1CCOCC1 | -10.5% | -7.1% | 3.5 | -2.3% | -7.9% | -7.5% | 1.4 | -2.4% | -2.5% |
| Cc1ccc(NC(=S)N(Cc2cccc(Br)c2)CC2CCC(C(=O)O)CC2)cc1 (configuration not stated) | -3.0% | -8.2% | -14.4 | -1.4% | -1.7% | -9.1% | -1.0 | 0.1% | 1.3% |
| CC(=O)c1ccc(NS(=O)(=O)c2cc(-c3cc(C)no3)ccc2C)cc1 | -3.4%[57.1 µM] | -5.9% | -7.8 | ? | -10.2% | -22.0% | -3.6 | 0.0% | -3.5% |
| CCCCCSc1nc(C)c(CC(=O)O)c(=O)[nH]1 | -6.9% | -6.5% | -4.5 | 2.0% | -6.9% | 6.1% | 4.6 | 1.8% | -4.6% |
| COC(=O)c1scc(C)c1N/N=C(\C)c1ccc(F)cc1F | 18.6% | -19.7% | 0.7 | 1.3% | 1.7% | 2.2% | -4.2 | 1.2% | -3.2% |
| CCOC(=O)c1cc(CC)sc1N1C(=O)CC(Sc2ncccc2C(=O)O)C1=O (configuration not stated) | 0.1% | -19.0% | -4.7 | -0.5% | 0.4% | 5.4% | 2.1 | 2.2% | -3.7% |
| Nc1cc(-c2cccc(F)c2)nn1S(=O)(=O)c1cccc2nsnc12 | 2.7% | -5.8% | 0.2 | -1.9% | -5.5% | 12.2% | -3.0 | 0.3% | -3.7% |
| COc1cc2nc(SCc3ccc(Cl)cc3)n3nc(CCn4nc(C)cc4C)nc3c2cc1OC | 5.7% | -10.8% | -7.8 | 2.2% | -5.9% | -10.1% | -5.9 | -1.8% | -3.2% |
| CCS(=O)(=O)N1CCC(NC(=O)C(Cc2cc(OC)ccc2OC)NC(C)=O)CC1 (configuration not stated) | -1.1% | -6.5% | -1.3 | -5.6% | 5.8% | 0.0% | 1.2 | 1.9% | -3.1% |
| Cc1noc(C)c1S(=O)(=O)N1CCN(S(=O)(=O)c2ccccc2C#N)CC1 | 0.8% | -22.0% | -14.5 | -8.9% | -0.1% | 0.0% | 6.0 | -0.2% | 2.1% |
| CC1=C(C(=O)N2CCCCC2)C(c2cccc(Cl)c2)n2c(nc3ccccc32)N1 (configuration not stated) | -8.0% | -7.9% | -12.9 | 2.4% | -4.1% | -21.3% | 4.8 | 0.9% | -3.0% |
| COc1ccc(N2CCN(C(=S)Nc3ccccc3OC)CC2)cc1 | 5.9%[57.1 µM] | -17.1% | -5.2 | -3.2% | 10.9% | 6.0% | 0.3 | -0.9% | -1.4% |
| CCN(CC)c1ccc([N+](=O)[O-])cc1C(=O)O | -15.6% | -19.6% | -3.9 | 0.8% | -7.5% | 4.3% | -4.1 | 0.8% | -2.0% |
| Nc1nonc1-c1nc2ccccc2[nH]1 | 2.9% | -7.4% | -9.3 | 0.2% | 1.1% | 0.2% | 11.2 | 1.6% | -0.5% |
| COc1ccccc1CNC(=O)c1cc(-c2ccccc2)n[nH]1 | 1.7% | -9.2% | 7.0 | -4.3% | 0.3% | 14.8% | -1.6 | 1.1% | 0.4% |
| CCOCCCNCC(=O)Nc1ccccc1N1CCOCC1 | 0.0% | -8.1% | -17.1 | 0.9% | -3.5% | 3.4% | 1.7 | 1.4% | -2.4% |
| Nc1n[nH]c2cccc(Cl)c12 | 0.2% | -5.8% | -1.7 | 3.0% | 10.1% | 8.6% | 7.7 | 0.7% | -6.1% |
| Nc1[nH]ncc1-c1ccc(F)cc1 | -0.8% | -3.1% | -5.4 | -7.8% | 1.1% | 28.3% | 1.6 | -0.8% | -3.4% |
| CCOc1ccccc1N1CC(C(=O)Nc2ccccc2N2CCCC2)CC1=O (configuration not stated) | 30.4%[57.1 µM] | -22.5% | 4.6 | 0.8% | -15.7% | 2.4% | 0.1 | 1.1% | 0.1% |
| Cc1ccc(CNS(=O)(=O)c2ccc(N3CCCCS3(=O)=O)cc2)cc1 | 0.1%[57.1 µM] | -10.0% | -0.8 | -0.8% | 1.1% | 8.0% | -0.1 | 0.4% | -3.6% |
| COc1ccc2[nH]c(=O)c(CN(CC3CCCO3)C(=S)Nc3ccccc3)cc2c1 (configuration not stated) | 7.7% | 1.1% | -10.3 | -1.2% | -2.4% | -3.3% | -2.7 | 1.3% | -0.3% |
| CCOc1ccc(NC(=O)C2CCCN(S(=O)(=O)c3cccc4nsnc34)C2)cc1 (configuration not stated) | 9.0%[57.1 µM] | 9.0% | -8.2 | -4.6% | -22.7% | 3.6% | 0.8 | -0.9% | -2.8% |
| COC(=O)c1c(NC(=O)Cc2cccs2)sc(C(=O)N2CCCCC2)c1C | -3.7% | -2.9% | 10.3 | 0.8% | -6.7% | 2.7% | 0.3 | 3.4% | -3.5% |
| CCCn1nc2cc(C(=O)NCc3ccc(OC)cc3)ccc2c1OCC | 70.6%[activator] | -22.0% | 3.8 | -3.4% | 2.3% | 12.1% | -1.3 | 0.7% | -1.5% |
| Cc1ccc(NS(=O)(=O)c2cccc(C(=O)NNC(=O)c3cccn3C)c2)c(C)c1 | -1.8% | -8.8% | -9.0 | 3.0% | -1.3% | -0.3% | -4.4 | -0.3% | 3.3% |
| Cc1cccc(NS(=O)(=O)c2cccc(C(=O)N3CCN(C/C=C/c4ccccc4)CC3)c2)c1 | -16.1% | -13.2% | -0.6 | 3.4% | -2.5% | -11.3% | 2.1 | 0.5% | -4.6% |
| CCOc1cc(CNCC(C)C)cc(Cl)c1OCc1ccccc1 | -12.8% | -9.5% | -2.2 | -0.6% | -7.9% | -9.1% | -0.3 | 1.3% | -3.6% |

3 of the entries above in order of the IDH1 R132H inh value, lowest first:
Molecule | IDH1 R132H inh
CCOc1cc(CNCC(C)C)cc(Cl)c1OCc1ccccc1 | -9.1%
CCN(CC)c1ccc([N+](=O)[O-])cc1C(=O)O | 4.3%
COc1ccccc1CNC(=O)c1cc(-c2ccccc2)n[nH]1 | 14.8%
